# TGFb inhibitor = qHTS for Inhibitors of TGF-b. 1.2% of 410,000 active. HepG2 CAGA-GFP TGF-b/SMAD3 reporter, GFP fluorescence, 18 h; TGF-beta stimulated, 500 pg/mL final. Potency, µM (series often up to 46.1 µM), for inactives: top-dose activity, negative = inhibition, usual class: inhibitors. AID 588855, 2011; further: potency means the concentration at half of the fitted maximal effect; on the % scale 0 is the no-effect control and ±100 the full control effect; nearly all actives have a fitted effect of over 65% in size
#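 HEPG2 CAGA-GFP reporter cells (1000/well, DMEM with 1% FBS) received compounds, then recombinant TGF-beta at 500 pg/mL final for 18 hours at 37 degrees C. Per-cell GFP summed per well was normalised to unstimulated and stimulated DMSO controls before curve fitting.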
# Nrf2 activator = qHTS of Nrf2 Activators | AREc32 ARE-luciferase reporter (MCF7-derived line), luminescence, 24 h | Potency, µM (top dose mostly 46.1 µM), without a hit: top-dose activation, hits mostly activators | 0.31% of 410,000 active; further: potency means the concentration at half of the fitted maximal effect; % of control where 0% means no effect; nearly all actives have a fitted effect of over 65% in size
#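 Each well held 1000 AREc32 cells, which were incubated with compound for 24 hr at 37 deg C after overnight attachment, and ARE reporter activity was quantified by firefly luciferase luminescence.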
# CCT chaperon mod = High-Throughput Screening for Modulators of Cytosolic Chaperonin Activity; purified chaperonin ATPase assay, HTRF ADP detection, 30 min; activity change, % (concentration not given with the values), hits read low; 0.3% of 360,000 active; in the data active means activity change below about -30%; further: on the % scale 0 is the no-effect control and ±100 the full control effect
#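 ATPase activity: ADP formed was measured by HTRF Transcreener (665/615 nm ratio) after 30 min at 37 deg C with 10 uM ATP. Compounds screened at one 76 uM concentration against 40 or 20 nM TRiC in Tris pH 7.4/KCl/MgCl2/DTT buffer.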
# Akt phos inh = HTS Assay for Inhibitors of Akt Phophorylation: Primary Screen; Neuro2A IGF-stimulated pAkt S473 HTRF, 20 min; active compounds read low; activity change, % for hits at 50 µM; 0.32% of 360,000 active; in the data active means activity change below about -80%; inconclusive means mostly about -51% to -80%; further: on the % scale 0 is the no-effect control and ±100 the full control effect
#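 Neuro2A cells (4,500/well, DMEM with 0.5% FBS) were treated with compound at a single 50 µM final concentration, stimulated with 6 nM IGF for 20 min at 37 °C, and lysed. Phospho-Akt Ser473 was read by HTRF as 665/615 ratio ×10^4.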
# A549 tox = Nrf2 qHTS screen for inhibitors: counterscreen for cytotoxicity | A549 ARE-Fluc cells, CellTiter-Fluor viability, 18-24 h | Potency, µM (highest dose often 46 µM), without a hit: at the highest dose activity change, negative = cytotoxicity, actives largely listed as inhibitors | 0.16% of 390,000 active | AID 504648, 2011; further: potency means the concentration at half of the fitted maximal effect; on the % scale 0 is the no-effect control and ±100 the full control effect
#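 A549 ARE-Fluc cells in 5% FBS OPTI-MEM, 5000 cells/well, rested 2 h then exposed to compounds in concentration-response for 18-24 h at 37 °C. Viability by CellTiter-Fluor fluorescence (Ex 405/Em 525) after 30 min; luciferase luminescence (BugLite, 15 min, RT) read afterwards.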
# Mm-Cpn inhibitor = Inhibitors of TCP-1 ring complex (TRiC) of Methanococcus maripaludis (MmCpn): qHTS | Chaperonin Mm-Cpn (Methanococcus maripaludis) | purified Mm-Cpn ATPase, ADP Transcreener TR-FRET | Potency, µM (top dose mostly 76.9 µM), without a hit: at the highest dose activity, negative = inhibition, usual class: inhibitors | 0.031% of 330,000 active; further: potency means the concentration at half of the fitted maximal effect; on the % scale 0 is the no-effect control and ±100 the full control effect; nearly all actives have a fitted effect of over 80% in size
#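 ATP (10 uM final) was added to archaeal chaperonin (25 nM final) after 10 min exposure to test compound at 37°C; after 30 min further incubation, ADP was detected by competitive TR-FRET.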
# Nrf2 inh = Nrf2 qHTS screen for inhibitors; A549 ARE-Fluc reporter, luciferase luminescence, 18-24 h; Potency, µM (highest dose often 46 µM), without a hit: at the highest dose activity change, negative = inhibition, most hits filed as inhibitors; 2.1% of 360,000 active; AID 504444, 2011; further: potency means the concentration at half of the fitted maximal effect; on the % scale 0 is the no-effect control and ±100 the full control effect; nearly all actives have a fitted effect of over 60% in size
#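 A549 ARE_Fluc cells (5000/well, 5% FBS OPTI-MEM) pre-incubated 2 h, then treated with compounds 18-24 h at 37C/5% CO2 in concentration-response. CellTiter-Fluor viability read first; BugLite luciferase luminescence after 15 min at room temperature gives Nrf2 activity.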
# EPAC2 ag = qHTS for Agonist of cAMP-regulated guanine nucleotide exchange factor 4 (EPAC2): primary screen; Potency, µM (doses to about 154 µM), for the others: at the top dose activation, hits mostly activators; AID 720711, 2013; Rap guanine nucleotide exchange factor 4 (Homo sapiens), Q8WZA2; EPAC2 activation, biochemical qHTS; response scale: 100% = 6.5 mM cAMP response; 0.079% of 360,000 active; further: potency means the concentration at half of the fitted maximal effect; nearly all actives have a fitted effect of over 50% in size
# Target sequence (Q8WZA2 whole entry, looked up): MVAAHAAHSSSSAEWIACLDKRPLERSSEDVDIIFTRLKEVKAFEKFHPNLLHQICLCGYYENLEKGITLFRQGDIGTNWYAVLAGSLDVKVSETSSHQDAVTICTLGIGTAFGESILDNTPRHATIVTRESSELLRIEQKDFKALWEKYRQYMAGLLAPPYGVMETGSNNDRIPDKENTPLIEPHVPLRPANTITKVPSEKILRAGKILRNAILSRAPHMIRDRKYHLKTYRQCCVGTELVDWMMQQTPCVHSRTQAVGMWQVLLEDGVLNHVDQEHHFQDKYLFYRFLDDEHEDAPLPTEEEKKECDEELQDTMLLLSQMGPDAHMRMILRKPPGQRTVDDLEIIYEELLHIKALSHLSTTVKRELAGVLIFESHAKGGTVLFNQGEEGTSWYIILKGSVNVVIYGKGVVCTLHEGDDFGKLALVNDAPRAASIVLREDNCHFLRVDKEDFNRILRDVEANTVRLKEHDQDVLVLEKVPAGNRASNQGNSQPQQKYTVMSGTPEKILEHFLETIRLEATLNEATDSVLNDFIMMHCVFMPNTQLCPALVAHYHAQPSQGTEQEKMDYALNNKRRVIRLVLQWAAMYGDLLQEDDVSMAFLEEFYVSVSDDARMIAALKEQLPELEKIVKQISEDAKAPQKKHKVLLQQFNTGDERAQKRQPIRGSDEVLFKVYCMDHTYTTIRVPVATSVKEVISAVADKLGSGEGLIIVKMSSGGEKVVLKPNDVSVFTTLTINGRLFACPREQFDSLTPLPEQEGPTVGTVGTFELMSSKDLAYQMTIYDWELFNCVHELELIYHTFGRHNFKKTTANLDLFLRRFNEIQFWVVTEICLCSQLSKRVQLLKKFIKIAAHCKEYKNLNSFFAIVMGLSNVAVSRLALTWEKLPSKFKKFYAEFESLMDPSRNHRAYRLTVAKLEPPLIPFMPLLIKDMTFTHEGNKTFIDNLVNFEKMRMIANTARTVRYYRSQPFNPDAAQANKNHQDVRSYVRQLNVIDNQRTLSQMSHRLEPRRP
#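 Readout is BODIPY fluorescence (480 nm excitation, 540 nm emission), which falls as labeled GDP is exchanged off Rap1B. EPAC2 at 100 nM acted on 250 nM RAP1B-BODIPY-GDP with 50 uM GDP present.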
# EPAC2 antag = qHTS for Antagonist of cAMP-regulated guanine nucleotide exchange factor 2 (EPAC2): primary screen. EPAC2 GEF exchange of Rap1B-BODIPY-GDP, fluorescence. 0.18% of 360,000 active. Rap guanine nucleotide exchange factor 4 (Homo sapiens), Q8WZA2. AID 720708, 2013. Potency, µM (highest dose often 114 µM), without a hit: top-dose activity, negative = inhibition, most hits filed as inhibitors; further: potency means the concentration at half of the fitted maximal effect; on the % scale 0 is the no-effect control and ±100 the full control effect; nearly all actives have a fitted effect of over 45% in size; many of its hits are not listed in these tables
# * = called active by the depositor; i = inactive; ? = inconclusive; . = not tested or not shown; & = joins results of further samples; [ ] = remark or other dose. Unless noted, the call rests on the fitted dose curve; in most records, active means well fitted curve in the direction sought with a large enough effect; inconclusive means small, poorly fitted or top-dose-only effect, or another doubt; inactive means no such curve, though single readings can be large; an effect the other way counts as inactive or inconclusive. The list is partial; rates above refer to the full screens.
SMILES,TGFb inhibitor,Nrf2 activator,CCT chaperon mod,Akt phos inh,A549 tox,Mm-Cpn inhibitor,Nrf2 inh,EPAC2 ag,EPAC2 antag
COc1ccc(S(=O)(=O)NNC(=O)C2COc3ccccc3O2)cc1[N+](=O)[O-] (configuration not stated),7.8%,-0.2%,-1.4,i,0.3%,1.0%,0.0%,11.1%,0.4%
Cc1nnc(SC/C=C/c2ccccc2)n(N)c1=O,15.9%,-0.4%,-0.2,i,0.4%,-0.2%,?,1.8%,-2.1%
COc1cc(C)nc(N(Cc2ccccc2)S(=O)(=O)c2ccc(C)cc2)n1,?,-0.4%,-1.4,i,13.2%,0.7%,?,15.3%,-29.1%
CC(C)C(=O)Nc1ccc2c(c1)nc(CCN1CCCCC1)n2C,0.0%,-0.8%,0.1,i,-2.7%,0.0%,-6.5%,5.1%,3.4%
c1ccc(Cn2nnc3c(N4CCc5ccccc54)ncnc32)cc1,-9.3%,0.3%,-1.3,i,-2.4%,-0.1%,-0.7%,4.6%,-1.5%
CCOC(=O)N1CCN(CC(=O)Nc2sc(CC)cc2C(=O)c2ccc(OC)cc2)CC1,?,4.3%,0.6,i,-15.6%,0.3%,?,1.6%,-4.7%
O=NN(CCCl)C(=O)NCC1=C[N+](=O)CC=C1,.,-0.3%,1.0,i,.,.,.,10.0%,9.0%
O=C(NCCCn1ccnc1)c1cc2c(ccc3ccccc32)o1,-17.1%,-0.4%,0.0,i,-7.8%,4.4%,10.1%,0.1%,10.2%
CCOC(=O)c1c(C)c(C(=O)NCc2ccccn2)c(C)n1C,3.3%,-0.3%,-0.4,i,9.6%,1.1%,.,8.5%,-3.7%
CCOC(=O)C(NC(=O)CC)(Nc1sc(C)c(CC)c1C#N)C(F)(F)F (configuration not stated),0.0%,6.3%,0.6,i,-15.9%,3.2%,-21.2%,5.4%,-5.8%
CC(C)(C)OC(=O)N[C@@H](C(=O)OC(C)(C)C)c1ccc2c(c1)OCO2,11.6%,-1.1%,2.0,i,-4.6%,0.2%,2.2%,-3.2%,-15.8%
Cc1ccc(C(C)C)c(OCC(=O)NN=C2CCCC(=O)C2)c1,0.4%,2.5%,1.3,i,4.2%,-0.1%,-4.1%,-6.0%,?
CCc1ccccc1NC(=O)C(=O)NCC(c1cccnc1)N1CCc2ccccc21 (configuration not stated),?,1.0%,.,.,-11.0%,.,38.4%,.,.
CC(Sc1ccc(S(=O)(=O)N2CCCCCC2)cn1)C(N)=O (configuration not stated),-2.5%,-0.6%,2.3,i,-6.8%,-17.1%,-18.1%,-2.6%,10.1%
Cc1ccc(CNC(=O)C2CCCN(S(=O)(=O)c3cccnc3)C2)cc1 (configuration not stated),-1.2%,0.1%,-2.8,i,18.2%,2.1%,0.9%,-10.1%,-11.3%
COc1ccccc1N1CCN(S(=O)(=O)c2ccc3c(c2)n(C)c(=O)n3C)CC1,-13.0%,0.0%,-1.1,i,-0.5%,2.3%,-9.2%,2.1%,-9.5%
CCN(C(=O)Cn1cnc2c(nc3n2CCCCC3)c1=O)c1cccc(Cl)c1,1.7%,-0.7%,-1.8,i,-3.2%,3.4%,15.9%,2.3%,0.7%
O=C(c1ccco1)N1CCN(S(=O)(=O)c2ccc(Br)s2)CC1,-8.4%,-0.6%,0.7,i,6.0%,-0.1%,-12.6%,5.4%,-0.3%
CCCCN(CCCC)c1cc(C)nc(-c2ccccc2O)n1,-11.2%,4.4%,-1.8,i,-1.4%,-5.5%,12.4%,-13.4%,-20.4%[57.1 µM]
COCCNCCOCCOc1cccc(OC)c1,15.7%,-0.4%,-0.2,.,0.6%,3.3%,?,?,4.8%
O=C(CCNS(=O)(=O)c1cccs1)Nc1ccccc1F,-12.8%,0.0%,0.0,i,1.6%,-2.3%,44.0%,-1.4%,0.4%
Cc1ccc(-n2nc3c(=O)n(CCCC(=O)N4CCCCC4)nc(C)c3c2C)cc1,-25.5%,-0.7%,-2.9,i,1.2%,-2.3%,-15.7%,0.1%,3.2%
Cn1cnnc1SCC(=O)NC1CCCCC1,1.1%,-0.3%,-1.3,i,3.3%,-0.2%,9.8%,-5.6%,3.5%
Cc1cc(C(=O)OCC(=O)Nc2sc3c(c2C#N)CCC(C)C3)c2ccccc2n1 (configuration not stated),-10.5%,12.1%,0.2,i,0.9%,-2.0%,1.6%,-3.2%,?
COc1cccc(N2CCN(S(=O)(=O)c3ccc(-n4cnnn4)cc3)CC2)c1,-4.5%&1.4%,-0.1%&-0.7%,-1.2,i,0.2%&-4.8%,-0.8%,11.1%&27.0%,9.9%,18.5%
CCOc1cc(-c2nc3c(c(CC)nn3-c3ccccc3)c3cc(OC)c(OC)cc23)ccc1O,2.2%,0.2%,.,.,1.7%,.,0.8%,.,.
COc1ccc(C)c2sc(N(CCCN(C)C)C(=O)c3ccc(S(=O)(=O)N4CCc5ccccc5C4)cc3)nc12,5.01µM*,12.1%,-2.1,i,?,.,?,17.4%,?
CCCC(=O)OCC(=O)Nc1ccccc1C#N,9.4%,-0.3%,1.1,i,-4.3%,0.0%,-16.2%,11.7%,-3.4%
COc1ccccc1N1CCN(C(=O)[C@H](C)NS(=O)(=O)c2ccc3c(c2)OCCCO3)CC1,7.1%,-0.7%,-3.0,i,-2.9%,.,8.1%,7.9%,-1.1%
Cc1ccc(C(=O)Nc2ccccc2C(=O)O)cc1S(=O)(=O)NC1CCCCC1,-11.6%,-0.4%,0.5,i,8.3%,2.8%,3.2%,3.0%,?

# Molecules above containing fluorine (two):
SMILES,TGFb inhibitor,Nrf2 activator,CCT chaperon mod,Akt phos inh,A549 tox,Mm-Cpn inhibitor,Nrf2 inh,EPAC2 ag,EPAC2 antag
CCOC(=O)C(NC(=O)CC)(Nc1sc(C)c(CC)c1C#N)C(F)(F)F (configuration not stated),0.0%,6.3%,0.6,i,-15.9%,3.2%,-21.2%,5.4%,-5.8%
O=C(CCNS(=O)(=O)c1cccs1)Nc1ccccc1F,-12.8%,0.0%,0.0,i,1.6%,-2.3%,44.0%,-1.4%,0.4%

# (more compounds)
SMILES,TGFb inhibitor,Nrf2 activator,CCT chaperon mod,Akt phos inh,A549 tox,Mm-Cpn inhibitor,Nrf2 inh,EPAC2 ag,EPAC2 antag
O=C(c1cccs1)N(CCN1CCCCC1)CC1CCCN(C2CCCC2)C1 (configuration not stated),5.1%,3.0%,1.1,i,?,0.6%,?,-6.7%,9.2%
COCc1cc(=O)n2[nH]c(SCc3ccccc3)nc2n1,-1.3%,0.0%,-0.2,i,-7.1%,2.5%,?,2.9%,25.1%
Cc1ccc(SCCC(=O)OCC(=O)Nc2ccc(C(N)=O)cc2)cc1,-3.9%,0.5%,-1.6,i,7.1%,0.0%,?,4.5%,4.6%
COCCNC(=O)C(c1ccc(C)o1)N(Cc1ccccc1)C(=O)Cn1nnc2ccccc21 (configuration not stated),-0.1%,-0.7%,3.2,i,-1.9%,0.4%,14.0%,-8.7%,1.5%
COc1ccc(CNc2nc(SCC(=O)NCc3ccco3)nc3ccccc23)cc1,-9.8%,0.3%,1.1,i,1.9%,-5.4%,-14.0%,-0.2%,8.9%
Cc1cc(=O)c2cc(Cl)ccc2[nH]1,0.5%,-0.4%,-0.5,i,-9.5%,-0.8%,?,2.2%,2.3%
O=C(NC(=S)Nc1ccc(N2CCOCC2)c(Cl)c1)c1cncc(Br)c1,?,0.4%,-3.1,i,11.3%,0.1%,-3.6%,12.9%,-2.5%
CCC(C)(C)NC(=O)C(c1cccnc1)N(C(=O)c1csnn1)c1ccccc1 (configuration not stated),-13.8%,0.9%,0.3,i,-1.2%,-1.4%,0.5%,1.2%,3.3%
N#Cc1cn(CCOc2ccccc2F)c2ccccc12,?,3.7%,0.6,i,9.2%,1.0%,7.5%,-3.9%,11.1%
Cc1ccc(NC(=O)c2cc(Cl)nc3ccccc23)cc1,-5.3%,-0.9%,-1.7,.,-3.5%,0.9%,-2.5%,2.3%,-2.7%
O=C(CSCc1cnn(-c2ccccc2)c1-n1cccc1)NCCN1CCOCC1,-6.9%,-0.4%,-0.4,i,3.0%,0.5%,-12.9%,12.9%,-14.0%
COc1ccc(Br)cc1S(=O)(=O)N(CC(=O)N1CCN(C)CC1)c1ccccc1,-8.0%,0.2%,-1.3,i,1.1%,3.3%,-2.3%,-1.4%,-2.9%
COc1ccc(N2CCN(C3CCCN(S(=O)(=O)c4ccc(C)cc4C)C3)CC2)cc1 (configuration not stated),?,-0.3%,1.3,i,-8.7%,-16.4%,?,1.5%,-20.4%
Cc1cc(OCC(=O)O/N=C(\N)c2ccccc2)cc(C)c1Cl,-2.3%,-0.2%,-6.7,i,1.0%,-5.6%,4.4%,5.9%,-2.4%
Cc1cc(=O)cc(C)n1-c1ccc(F)cc1F,-29.4%,-0.4%,-0.1,i,2.8%,2.4%,1.5%,-2.6%,-10.7%

# Part of the list above, with values under each structure.
# Fields – TGFb inhibitor	Nrf2 activator	CCT chaperon mod	Akt phos inh	A549 tox	Mm-Cpn inhibitor	Nrf2 inh	EPAC2 ag	EPAC2 antag
- N#Cc1cn(CCOc2ccccc2F)c2ccccc12
    ?	3.7%	0.6	i	9.2%	1.0%	7.5%	-3.9%	11.1%
- COc1ccc(CNc2nc(SCC(=O)NCc3ccco3)nc3ccccc23)cc1
    -9.8%	0.3%	1.1	i	1.9%	-5.4%	-14.0%	-0.2%	8.9%

# Screens from PubChem.
